Screens (PubChem)
Granule exo inh – lytic granule exocytosis inhibition. inhibition, % at 10 µM. actives 0.66% (n = 360,000). TALL-104 LAMP-1 surface exposure, flow cytometry; cells stimulated with thapsigargin and PMA;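 active = inhibition above about 55%, limit read from the data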
Vif imaging – blocks HIV Vif function; HEK293T cells, Vif self-association by quenched fluorescence, imaging, 24 h; inhibition, % at 7.49 µM; actives 0.35% (n = 340,000); AID 602346; in the data active = inhibition above about 50%, passing the limit was not always enough; note: some results filed as inactive read as strong as hits
NOD2-RIPK2 inh – blocks binding of human NOD2 to RIPK2. CHO BLA complementation NOD2-RIPK2, CCF4 ratio. inhibition, % at 4.98 µM. actives 0.38% (n = 360,000); in the data active = inhibition above about 21%;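 note: 0% = vehicle only and 100% = reference blocker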
Target sequence (O43353 whole entry, looked up): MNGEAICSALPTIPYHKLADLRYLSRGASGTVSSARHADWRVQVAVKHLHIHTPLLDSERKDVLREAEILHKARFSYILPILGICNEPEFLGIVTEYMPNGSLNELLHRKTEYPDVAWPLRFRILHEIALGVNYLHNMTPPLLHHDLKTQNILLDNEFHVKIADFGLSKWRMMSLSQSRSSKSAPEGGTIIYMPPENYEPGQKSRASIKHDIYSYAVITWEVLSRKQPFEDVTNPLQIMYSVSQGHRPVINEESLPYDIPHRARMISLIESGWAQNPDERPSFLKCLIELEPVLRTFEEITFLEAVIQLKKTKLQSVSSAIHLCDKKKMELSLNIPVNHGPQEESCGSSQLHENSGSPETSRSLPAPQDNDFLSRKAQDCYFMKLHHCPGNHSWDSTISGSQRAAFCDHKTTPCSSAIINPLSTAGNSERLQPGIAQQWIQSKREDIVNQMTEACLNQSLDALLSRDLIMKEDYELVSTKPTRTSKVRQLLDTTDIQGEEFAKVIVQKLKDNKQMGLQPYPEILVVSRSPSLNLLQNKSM
MC4R antag cAMP – antagonists of human melanocortin 4 receptor (MC4R) | P32245 | MC4R-expressing cells, MTII-stimulated cAMP, LANCE TR-FRET | inhibition, % at 6.5 µM | actives 0.48% (n = 360,000) | AID 540295;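 active = inhibition above its plate's cutoff, the mean of tested wells on that plate plus 3 SD, cut at about 29% in these data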;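 note: 0% = Melanotan II alone and 100% = Melanotan II plus saturating MCL0020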
Target sequence (P32245 whole entry, looked up): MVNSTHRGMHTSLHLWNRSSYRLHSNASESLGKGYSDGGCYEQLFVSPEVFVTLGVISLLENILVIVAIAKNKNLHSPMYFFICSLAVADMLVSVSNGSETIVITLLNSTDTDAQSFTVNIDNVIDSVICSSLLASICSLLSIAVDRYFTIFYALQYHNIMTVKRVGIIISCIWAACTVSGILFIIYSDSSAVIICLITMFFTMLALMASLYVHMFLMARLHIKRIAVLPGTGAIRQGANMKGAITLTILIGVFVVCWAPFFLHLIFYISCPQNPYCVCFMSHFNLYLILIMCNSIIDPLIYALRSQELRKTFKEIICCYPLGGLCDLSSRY
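Material – human MC4R-expressing U2OS cells · Repeats – no replicates · Detection – TR-FRET with Eu-cAMP and labeled anti-cAMP, 671 nm · Times – compound 30 min, challenge 1 h, detection 1 h · Compound – single nominal compound dose of 6.5 µM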
TLR9-MyD88 inh – TLR9-MyD88 interaction inhibition. CHO BLA complementation TLR9-MyD88, CCF4 FRET ratio. inhibition, % at 4.98 µM. AID 504734. Q9NR96+Q99836. actives 0.21% (n = 340,000);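 active = inhibition above the mean over all tested compounds plus 3 SD, cut at about 21% in these data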;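 note: 0% = DMSO only wells and 100% = clavulanate BLA inhibitor control wells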
ABHD5 PLIN5 PPI – inhibitors of human ABHD5-perilipin-5 interaction. Q00G26+Q8WTS1. Split G. princeps luciferase complementation, luminescence, 4 h. inhibition, % at 4 µM. actives 0.78% (n = 360,000);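 active = inhibition above the mean inhibition across every tested compound plus 3 SD, cut at about 22% in these data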;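 note: 0% = DMSO only wells and the 100% control is not disclosed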
Glyco luc inh – N-linked glycosylation inhibition. D54 ERlucT glycosylation luciferase reporter, 24 h; percent of 100 nM tunicamycin response. reporter increase, % at 12.5 µM. actives 0.23% (n = 360,000). AID 588692;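 active = mean luciferase reporter signal, scaled so untreated is 0 and the glycosylation-blocking control 100, at or above a set limit in every replicate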;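 note: luciferase carries N-glycosylation sites so blocking glycosylation raises the light; 0% = median of neutral control wells and 100% = median of 100 nM tunicamycin wells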
ABCB6 inh MLPCN – human ABCB6 transporter inhibition; AID 602162; actives 0.19% (n = 360,000); K562-ABCB6 porphyrin accumulation, flow cytometry, 1 h; stronger effect = lower value; fluorescence ratio to DMSO, % at 10 µM;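 active = fluorescence ratio to DMSO below 75%, the collection mean minus 3 SD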;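 note: signal is porphyrin accumulated inside mitochondria; 100% equals median channel fluorescence of DMSO control wells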
MC4R ag barr – activates human MC4R beta-arrestin recruitment; P32245; U2OS MC4R beta-arrestin complementation, luminescence; percent of melanotan II response, DMSO zero; activation, % at 8.9 µM; actives 0.98% (n = 360,000); AID 540308;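 active = activation above a per-plate cutoff, the mean activation of sample wells on that plate plus 3 SD, cut at about 8% in these data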
aDG glyco act – increases alpha dystroglycan glycosylation; Pro5-aDG cells, alpha-DG glycosylation AlphaScreen (IIH6); 0% Pro5, 100% B10-LARGE cell signal; activation, % at 10 µM; actives 0.22% (n = 360,000);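 active = activation of at least 8% versus controls, or a plate z-score of at least 8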;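 note: Pro5 are CHO cells carrying HIG-tagged alpha-DG that lacks glycosylation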
Active calls of the source: *; / = not tested or not shown; & = joins results of further samples. An excerpt; count on the stated rates, not on these rows.

SMILES	Granule exo inh	Vif imaging	NOD2-RIPK2 inh	MC4R antag cAMP	TLR9-MyD88 inh	ABHD5 PLIN5 PPI	Glyco luc inh	ABCB6 inh MLPCN	MC4R ag barr	aDG glyco act
CCOC(=O)N1CCN(C(=O)CSc2nc3nc(C)cc(C)n3n2)CC1	0	-12	-12	9	-18	-8	1	97	0.7	-0.1
Cc1cccc(/C=C/c2onc(C)c2S(=O)(=O)N2CCC(C(=O)NC(C)(C)C)CC2)c1	5	4	-1	11	4	8	-2	102	-1.8	-0.1
NC(=O)CSC1=Nc2ccccc2C2=NC(c3ccccc3)C(=O)N12 (configuration not stated)	-4	/	6	1	-1	13	2	109	4.1	-0.2
CC1(C)Nc2ccccc2N(Cc2ccc([N+](=O)[O-])cc2)C1=O	0	-4	-9	2	8	-6	-2	108	-2.0	-0.1
O=C(CCc1nnc2ccc(NCc3ccccc3Cl)nn12)NC1CCCCC1	0	-11	-5	5	0	3	4	98	0.2	0.1
Cc1ccc(OCC(=O)Nc2ccc3c(c2)OCCO3)cc1C	-3	1	-21	2	-3	6	-9	87	1.3	0.6
COc1ccccc1CC(=O)N(Cc1ccccc1)c1cccc(C)c1	5	-7	-1	2	0	-3	-3	103	-0.2	-0.2
O=C(CN1C(=O)c2ccccc2S1(=O)=O)NCCSCc1cccc(Cl)c1	-16	8	29*	10	4	0	2	98	-1.1	0.0
Cc1ccc(C(=O)Cn2c(NCCO)nc3ccccc32)cc1	0	-1	-6	12	-1	-1	-6	94	-0.1	0.6
Cc1ccc(-c2noc(C3CCN(S(=O)(=O)c4ccc5c(c4)OCCO5)CC3)n2)o1	-1	/	-6	0	-33	-1	1	92	-0.9	2.2
Cc1ccnc(NC(=O)c2ccc(S(=O)(=O)N3CCCC3)cc2)c1	-7	0	1	9	4	-10	0	98	-2.6	0.1
CCCCC(CC(O)COCCC)c1n[nH]c(=S)n1-c1ccccc1 (configuration not stated)	4	2	0	24	1	-2	1	94	-0.8	0.2
Cc1cccc(C)c1OCc1cc(C(=O)NC2CCC2)no1	0	9	-4	18	-15	-6	1	98	0.3	-0.1
CC(C)NS(=O)(=O)c1ccc(OCC(=O)Nc2ccc3c(c2)OCCO3)cc1	-6	4	0	2	4	-3	-6	104	-0.6	-0.1
CCCCN(CCCNC(=O)CN1C(=O)COc2ccc(S(=O)(=O)N3CCC(C)CC3)cc21)Cc1ccccc1	60*	0	-2	0	-6	10	-5	99	1.7	0.2
Cc1ccc(NS(=O)(=O)c2c(C)nc3sccn3c2=O)cc1C	0	-15	4	6	4	4	2	95	-0.1	6.6
Cc1nc(CS(=O)(=O)c2ccc(Cl)cc2)sc1C(=O)O	-1	-4	-11	-5	6	2	4	95	-0.8	0.0
Cc1cc(C)n(-c2cccc(CN(C)Cc3nc(-c4cnccn4)no3)c2)n1	5	-4	-2	6	-4	1	-1	96	1.6	0.2
CC(C(=O)Nc1sc2c(c1C#N)CCCCC2)N1C(=O)c2ccccc2C1=O (configuration not stated)	4	-15	4	12	-7	6	0	98	-0.4	0.0
CC(C)C[C@@H](CN=[N+]=[N-])N1CCN(C)CCC1=O	-5	-1	0	10	2	11	0	99	-0.5	-0.3
COC(=O)Nc1ccc(S(=O)(=O)N2CCCC(C(=O)Nc3cccc4c3OCCO4)C2)cc1 (configuration not stated)	2	4	-7	2	1	6	-1	98	-0.1	-0.3
N=c1c2c3c(sc2ncn1Cc1ccccc1)CCCC3	-3	-2	5	-1	-13	0	1	98	1.5	0.3
CCCCNc1c(-c2cccc(-c3ccc(OC)cc3)c2)nc2ccc(C)cn12	22	0	7	40*	-8	-12	3	94	2.7	1.9
Cc1occc1-c1nnc(SCC(=O)NCCc2ccccc2)n1C(C)c1ccccc1 (configuration not stated)	1	-19	2	10	-1	11	-3	101	2.2	0.1
NNC(=O)c1ccc(N2CCc3ccccc32)c([N+](=O)[O-])c1	6	-7	-4	-7	5	-5	2	96	-2.2	-0.7

Three compounds out of the list, arranged by number of heavy atoms, ascending.
SMILES	Granule exo inh	Vif imaging	NOD2-RIPK2 inh	MC4R antag cAMP	TLR9-MyD88 inh	ABHD5 PLIN5 PPI	Glyco luc inh	ABCB6 inh MLPCN	MC4R ag barr	aDG glyco act
Cc1ccc(C(=O)Cn2c(NCCO)nc3ccccc32)cc1	0	-1	-6	12	-1	-1	-6	94	-0.1	0.6
Cc1ccnc(NC(=O)c2ccc(S(=O)(=O)N3CCCC3)cc2)c1	-7	0	1	9	4	-10	0	98	-2.6	0.1
CCCCC(CC(O)COCCC)c1n[nH]c(=S)n1-c1ccccc1 (configuration not stated)	4	2	0	24	1	-2	1	94	-0.8	0.2

Carrying on:
SMILES	Granule exo inh	Vif imaging	NOD2-RIPK2 inh	MC4R antag cAMP	TLR9-MyD88 inh	ABHD5 PLIN5 PPI	Glyco luc inh	ABCB6 inh MLPCN	MC4R ag barr	aDG glyco act
COc1ccc(-n2c(SCC(=O)Nc3ccc(NC(C)=O)cc3)nc3c([nH]c4ccccc43)c2=O)cc1OC	5	1	-9	-7	-5	6	9	94	-4.6	-0.2
O=c1[nH]c(-c2ccccc2)nn1-c1ccc(Br)cc1Br	-4	-2	4	-9	1	-3	2	93	-0.7	0.1
Cc1ccc(-n2c(O)c(C=Nc3ccc4c(c3)OCO4)c3ccccc3c2=O)cc1C	1	6	4	13	-12	9	-5	95	1.9	-0.3
O=C(COC(=O)C1CCN(S(=O)(=O)c2ccc(Cl)c(C(F)(F)F)c2)CC1)NCC1CCCO1 (configuration not stated)	10	-9	-16	-4	-5	-4	2	95	-0.9	0.0
CCCCN1CC2([N+](=O)[O-])C=CC(=O)C([N+](=O)[O-])(C1)C2CC(=O)c1ccccc1 (configuration not stated)	-3	4	-6	2	-2	0	5	98	1.0	0.0
Nc1ccc(NC2C[C@@H](C(=O)O)NC2=O)cc1 (some centres not stated)	46	-3	-6	6	3	-1	1	99	-2.9	-0.3
O=C(Oc1ccccc1)N1CCN(c2ccc(F)cc2)CC1	0	1	-2	0	-13	-4	0	102	-0.5	0.1
Cc1ccccc1CN1CCC(C(=O)Nc2ccc(Oc3cccnc3)cc2)CC1	3	0	-3	10	1	-3	-1	101	-3.2	1.1
O=C(Nc1nc(-c2ccccc2)cs1)Nc1ccc(F)cc1F	-1	0	3	12	-3	-4	-2	96	2.7	0.0
COc1ccccc1-c1c(-c2ccc(O)cc2O)n[nH]c1C(F)(F)F	4	-23	-11	-1	6	-1	0	93	0.5	0.5
COC(=O)c1cn(Cc2cc(OC)ccc2OC)cc(F)c1=O	-4	-3	0	13	-3	-3	0	98	0.1	-0.1
O=C(Cc1ccc(Cl)cc1Cl)OCC(=O)c1ccc[nH]1	-1	4	0	5	11	-3	0	98	1.0	0.0
CC1CCN(c2ccc(-c3cccs3)nn2)CC1	14	1	4	6	-1	0	-18	92	-1.3	0.0
CC(NC(=O)c1cccc(S(=O)(=O)N(C)C)c1)C1CC2CCC1C2 (configuration not stated)	-7	12	2	2	-5	-9	0	97	1.3	0.0
CC(C)[N+]1(C)[C@@H]2CC[C@H]1CC(OC(=O)C(CO)c1ccccc1)C2 (some centres not stated)	-9&-2&-5	-2&2&0	-3&-1&-9	2&8&-2	-1&-13&-1	5&-3&-4	1&2&2	97&105&101	0.2&-0.5&-1.3	0.0&-0.1&-0.2
CCCCOC(=O)CNc1nnc(SCC(=O)OCC)[nH]c1=O	0	5	10	61*	-6	55*	6	100	-0.2	-0.3
O=C(Nc1ccc(S(=O)(=O)N2CCCCCC2)cc1)c1ccc(Br)o1	0	-14	0	1	-3	-7	-3	102	-0.5	0.4
CC1CCCN(C(=O)C(C)Nc2cc(Cl)ccc2N2CCOCC2)C1 (configuration not stated)	0	-1	3	20	-4	8	2	111	0.4	0.3
COc1ccc(C(CNC(=O)c2ccc(NS(=O)(=O)c3ccc4c(c3)OCCO4)cc2)N(C)C)cc1 (configuration not stated)	16	1	-7	7	10	-6	-2	99	-2.4	0.2
COc1ccc(NC(=O)CN(C)C(=O)CCc2c[nH]c3ccccc23)cc1	-2	2	3	14	0	3	0	99	-1.2	-0.1
Cc1nn(Cc2ccc(F)cc2)c(C)c1NC(=O)c1cc(-c2ccc3c(c2)OCO3)on1	-2	-8	-2	0	1	-4	-1	99	0.4	/
Cc1cn(S(=O)(=O)c2cc(Br)ccc2Br)cn1	-1	4	3	8	1	3	4	99	-2.2	0.0
COc1ccccc1OCCC(=O)OCC(=O)Nc1ccc2c(c1)OCCO2	-5	-4	-6	4	16	5	0	92	-1.4	0.0
O=C(COc1ccc(-c2nnco2)cc1)NC1CCS(=O)(=O)C1 (configuration not stated)	0	-9	3	2	-1	-10	0	102	-1.0	-0.1
COc1cc(NC(=O)c2cc(Br)cc(C)c2OC)ccc1NC(=O)C(C)C	-6	-4	-6	3	-5	4	-2	96	-3.9	0.3
(cont.)
SMILES	Granule exo inh	Vif imaging	NOD2-RIPK2 inh	MC4R antag cAMP	TLR9-MyD88 inh	ABHD5 PLIN5 PPI	Glyco luc inh	ABCB6 inh MLPCN	MC4R ag barr	aDG glyco act
O=C(NN1CCOCC1)c1ccc(Cl)cc1[N+](=O)[O-]	-1	-3	-4	9	3	8	-1	97	-2.4	-0.1
CN(C1CCCCC1)S(=O)(=O)c1ccc(-c2ccccn2)s1	-7	-8	-3	-14	/	0	-3	98	1.0	0.0
O=C(N/N=C/C(Cl)=C/c1ccc([N+](=O)[O-])cc1)C(=O)Nc1ccccc1C(=O)O	-8	/	-3	25	-4	6	2	97	1.2	-0.1
COc1ccc2nc(NC(=O)Cn3cnc4ccccc4c3=O)sc2c1	-8	-3	-5	16	1	-3	0	98	8.3*	0.0
COc1cccc(NC(=O)CSc2nnc(Cn3c(=O)sc4ccccc43)n2C)c1	-3	4	-22	14	-6	-8	2	94	0.1	-0.1
COc1cccc(CN2C(=O)c3ccccc3S2(=O)=O)c1	-10	-10	-8	7	10	-2	0	96	-0.3	0.0
NC(=O)CC[C@@H]1NC(=O)[C@H](CO)NC(=O)c2cc([N+](=O)[O-])cc(I)c2OCC[C@@H](C(N)=O)NC1=O	1	5	-9	-5	-4	13	1	94	-1.4	-0.1
C[C@]12CC[C@H](OC(=O)CCC(=O)O)CC1=CCC1C2CC[C@@]2(C)C1CC[C@@H]2N (some centres not stated)	-2	-4	2	2	2	3	-1	89	-1.3	0.2
Fc1ccccc1N=C1Nc2cccc3cccc1c23	0	-3	3	-7	-9	2	4	101	-5.0	0.2
Brc1ccc(-c2csc(/N=C/N3CCOCC3)n2)cc1	7	-11	1	1	-21	-10	3	101	-0.2	0.1
COc1ccc([C@@H](C)NC(=O)CCc2nnc(-c3cc(C)on3)o2)cc1	0	-7	-7	10	5	0	-1	109	1.8	0.0
Cc1ccc(C(=O)N2CCN(C)CC2)cc1S(=O)(=O)N1CCCCC1	-2	/	-2	14	-5	4	-1	255	-0.1	-0.1
Cc1ccc(-c2cccc(NC(=O)C3C4C=CC(C4)C3C(=O)O)c2)o1 (configuration not stated)	-3	-4	-3	-1	-10	3	5	93	-1.2	-0.1
O=C1C(Cl)=C(NCc2ccco2)C(=O)c2ccccc21	0	0	-15	-30	-9	-45	-13	94	-0.5	11*
CC(C)(C)NC(=O)C(c1cccs1)N(Cc1cccs1)C(=O)c1csnn1 (configuration not stated)	-2	-12	8	9	12	-2	-1	96	-2.0	-0.5
